CSM14.1 death rescue = rescue of cells from ER stress-induced death, primary screen, 384-well, CSM14.1, thapsigargin, ATP luminescence (AID 1222); CSM14.1 thapsigargin-induced death rescue, ATP luminescence; higher % means a stronger effect; cellular ATP content (survival), % at 20 µM; hits with a dose series show EC50 in µM; 190,000 tested, under 10 active;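 active = EC50 below 50 µM in the dose-response confirmation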;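 also: death triggered by thapsigargin at about 15 µM added after 2 h compound pretreatment; cell ATP read after overnight thapsigargin exposure of roughly 18 to 22 hours; normalized against plate controls of thapsigargin alone and 5% DMSO vehicle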
LYP phosphatase = inhibitors of LYP phosphatase, biochemical, fluorescence intensity, uHTS (AID 1779); recombinant LYP phosphatase, fluorescence intensity; higher % means a stronger effect; inhibition, % at 11.5 µM, or IC50 in µM where a hit was titrated; 290,000 tested, 0.054% active; in the data active = inhibition above about 50%;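 also: plate controls were vehicle with enzyme for no effect and no enzyme for full effect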
SV40 large T antigen = TAg ATPase/helicase activity blockers – biochemical (AID 1903); SV40 large T antigen ATPase/helicase inhibition assay; higher % means a stronger effect; inhibition, % at 20 µM; hits with a dose series show IC50 in µM; 310,000 tested, 0.39% active; in the data active = a potency from the dose series; inconclusive = inhibition mostly from about 32% at the one dose, without a potency; inactive = the rest, 99 in 100 with inhibition below about 32%; also: strong numbers were not always called active
Salmonella PhoP GFP = inhibitors of PhoP regulon expression, primary screen, Salmonella Typhimurium, GFP reporter (AID 1863) | S. Typhimurium PhoP-regulated promoter GFP reporter, 4 h; higher % means a stronger effect | one-dose inhibition, % at 50 µM; IC50 in µM for titrated hits | 300,000 tested, 0.16% active;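 active = inhibition over 29.93%, a cutoff 3 SD above the screen mean, later confirmed by dose response; inconclusive = inhibition over 29.93% but no dose response follow-up; inactive = inhibition at most 29.93% or unconfirmed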;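 also: 0% = low Mg2+ inducing control and 100% = high Mg2+ repressing control; strong numbers were not always called active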
GPR35 antagonists = inhibition of zaprinast-stimulated GPR35 beta-arrestin translocation – imaging, U2OS, beta-arrestin-GFP, zaprinast agonist, primary screen (AID 2058); inhibition, % at 10 µM, or IC50 in µM where a hit was titrated; 290,000 tested, 0.052% active; U2OS GPR35 beta-arrestin-GFP translocation imaging, zaprinast antagonism; higher % means a stronger effect;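 active = inhibition of at least 50% with at least 30 cells and total cytoplasm GFP at most 10,000,000; inconclusive = under 30 cells or total GFP of 10,000,000 plus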
West Nile antiviral = inhibition of WNV-induced cytopathic effect – cell-based, CPE readout (AID 1621); West Nile virus-infected cells, CPE inhibition; higher % means a stronger effect; one-dose CPE inhibition, % at 10 µM; IC50 in µM for titrated hits; 290,000 tested, 0.02% active; in the data active = a potency from the dose series; inconclusive = CPE inhibition mostly from about 3.7% at the one dose, without a potency; inactive = the rest, 99 in 100 with CPE inhibition below about 2.2%; also: strong numbers were not always called active
Dengue-2 NS5 capping = flavivirus cap methylation enzyme inhibition – biochemical, confirmation dose response, primary screen (AID 588689); one-dose inhibition, % at 25 µM; IC50 in µM for titrated hits; 340,000 tested, 0.3% active; Dengue-2 NS5 methyltransferase capping enzyme assay, biochemical; higher % means a stronger effect; in the data active = a potency from the dose series; inconclusive = inhibition above about 29% without an active follow-up result
RSV CPE inhibition = inhibition of RSV-induced cytopathic effect – HEp-2 cells, primary 10 µM value included (AID 2391); 310,000 tested, 0.13% active; HEp-2 cells, RSV-induced CPE inhibition; higher % means a stronger effect; CPE inhibition, % at 10 µM, or IC50 in µM where a hit was titrated; in the data active = a potency from the dose series; inconclusive = CPE inhibition mostly from about 23% at the one dose, without a potency; inactive = the rest, 99 in 100 with CPE inhibition below about 21%; also: strong numbers were not always called active
MgcRacGAP inhibition = MgcRacGAP GTPase-activating activity inhibitors, confirmation, biochemical, ADP Hunter fluorescence; MgcRacGAP-stimulated Rac1 GTP hydrolysis, ADP Hunter fluorescence; higher % means a stronger effect; GST-tagged Rac1 F28L mutant substrate; inhibition, % at 30 µM, or IC50 in µM where a hit was titrated; 340,000 tested, 0.6% active; AID 624330;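 active = first-screen hits whose inhibition reached a set limit at any dose in the follow-up dose series; inconclusive = inhibition above the set first-screen limit but never retested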;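 also: fluorescence reports GDP produced by GAP-driven GTP hydrolysis; strong numbers were not always called active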
Dengue-2 NS5 capping pilot replicate = second read-out of Dengue-2 NS5 capping, no call of its own (marks repeat the call); inhibition, %; measured here: pilot screen replicate inhibition
* hit, by the source's call; ? = inconclusive; . = not tested or not shown.

SMILES	CSM14.1 death rescue	LYP phosphatase	SV40 large T antigen	Salmonella PhoP GFP	GPR35 antagonists	West Nile antiviral	Dengue-2 NS5 capping	RSV CPE inhibition	MgcRacGAP inhibition	others
Cc1ccc(S(=O)(=O)NCc2ccccc2)cc1C(=O)N1CCCC(C(F)(F)F)C1 (stereo not drawn)	.	.	-3%	3%	.	.	-6%	12%	7%
CNc1nc2sc3c(c2c(=O)n1C)CC(C)(C)SC3	.	-5%	12%	-1%	-11%	0.0%	7%	0.8%	15%
CCNc1nc(NCC)nc(NC(N)=S)n1	-0.6%	-2%	1%	7%	-11%	0.3%	1%	?	10%
O=C1CCCCC1Sc1ccc(Cl)cc1[N+](=O)[O-] (stereo not drawn)	.	.	30%	.	.	.	-5%	3.4%	26%
CN(C)S(=O)(=O)c1cccc(NC(=O)COC(=O)/C=C/c2ccc3c(c2)OCO3)c1	-0.5%	1%	1%	8%	-1%	0.1%	-8%	0.1%	-2%
Cc1ccc(-c2noc(C3CCCN(C(=O)c4cccc([N+](=O)[O-])c4)C3)n2)o1 (stereo not drawn)	.	-1%	22%	-3%	-3%	-1.6%	-4%	3.5%	4%
O=[N+]([O-])c1ccc2c(c1)ncn2-c1ccccc1	-1.8%	-4%	0%	4%	-7%	-0.8%	3%	3.8%	4%
CCOC(=O)c1c(NC(=O)c2cccc(N3C(=O)CCC3=O)c2)sc2c1CCN(CC)C2	.	-2%	26%	-8%	-13%	-0.5%	-5%	-0.1%	16%
CCC(=O)NC(=S)Nc1ccccc1F	0.3%	-14%	2%	4%	11%	-0.1%	-10%	1.4%	-6%
Cc1ccc(-c2noc(CN3CCC(C(N)=O)CC3)n2)cc1	-1.1%	-6%	4%	4%	-9%	.	2%	2.4%	12%
Cc1ccc(COc2ccsc2C(=O)NNC(N)=S)cc1	0.0%	-8%	-5%	-6%	-7%	-0.4%	.	0.7%	.
Cc1noc(NS(=O)(=O)c2ccc(NC(=O)COc3ccccc3)cc2)c1C	-0.7%	-3%	-1%	1%	5%	0.4%	-4%	2.0%	-7%
COc1cccc(/C=N/NC(=O)CC(C)O)c1OC/C=C/c1ccccc1 (stereo not drawn)	.	-7%	-5%	3%	5%	-0.1%	-3%	-0.2%	6%
COc1cc(-c2c(-c3ccc4c(c3)OCO4)noc2-c2ccsc2)ccc1F	.	0%	16%	7%	-3%	-0.7%	-5%	0.3%	-1%
O=C(NC1(C(F)(F)F)N=C(c2ccccc2)NC1=O)c1ccccc1F (stereo not drawn)	-1.0%	0%	11%	-5%	-12%	-0.5%	-2%	0.8%	5%
CN(C)/C=C/C1=CC(=O)CC(C)(C)C1	-0.6%	-5%	11%	-5%	6%	-0.1%	6%	2.6%	-3%
O=C(O)CCC(=O)NNc1ncnc2ccccc12	-0.3%	-3%	13%	-7%	2%	0.3%	-2%	0.4%	9%
COC(=O)COc1ccc(S(=O)(=O)Nc2ccc(NC(C)=O)cc2)cc1C	-3.4%	-2%	7%	-2%	1%	0.2%	-2%	-0.6%	6%
Nc1cccc(C(=O)NCCNC(=O)c2cccc(N)c2)c1	.	-6%	5%	2%	-12%	0.6%	-1%	-0.2%	6%
CC[C@H](C)[C@H](NC(N)=O)C(=O)NCCc1ccc(Cl)cc1Cl	2.8%	-6%	18%	4%	-10%	-0.4%	.	-1.6%	.
O=C(Nc1ccn(Cc2c(F)c(F)cc(F)c2F)n1)c1ccc(COc2ccc(Cl)cc2Cl)o1	0.8%	0%	-1%	0%	-4%	-0.4%	-7%	4.4%	-1%
O=C1CCCc2cc3c(cc21)CC1(C3)Cc2cc3c(cc2C1)C(=O)CCC3	.	6%	4%	0%	-7%	1.4%	-1%	14%	7%
CCn1c(NC(=O)c2cccs2)nc2ccccc21	-2.1%	-9%	1%	9%	5%	-0.8%	-3%	4.5%	5%
OCCN(CCO)CC(O)COc1ccc2c(c1)OCO2 (stereo not drawn)	-2.9%	6%	-1%	-1%	16%	0.4%	-2%	0.8%	8%
CC1CCN(CCc2nc3cc(NS(=O)(=O)c4ccccc4)ccc3n2C)CC1	0.6%	-8%	18%	-2%	-13%	0.8%	-4%	1.5%	3%
Additional structures follow:
SMILES	CSM14.1 death rescue	LYP phosphatase	SV40 large T antigen	Salmonella PhoP GFP	GPR35 antagonists	West Nile antiviral	Dengue-2 NS5 capping	RSV CPE inhibition	MgcRacGAP inhibition	others
CCCN1CNC(=S)N(c2ccccc2OCC)C1	2.1%	4%	15%	-18%	-2%	-0.4%	0%	1.1%	7%
CN1CCc2ccccc2Cc2[nH]c3ccccc3c2CC1	.	.	28%	-10%	.	.	42%	0.7%	3%
CCOC(=O)C1=C(C)OC(N)=C(C#N)C1c1ccc(O)c(OC)c1 (stereo not drawn)	3.1%	-5%	34%	-10%	13%	0.6%	-1%	1.5%	15%
C=CCNC(=O)C1CCN(c2nc(C)cc(-c3ccccc3)n2)CC1	1.0%	-6%	4%	6%	-8%	-0.5%	3%	4.9%	8%
N/C(=N\OC(=O)c1cc([N+](=O)[O-])ccc1Cl)c1cccnc1	.	-3%	19%	-4%	-4%	0.0%	-16%	1.0%	6%
C=CCNC(=O)c1onc(CSc2cccc(OC)c2)c1C(=O)O	-1.2%	-3%	5%	-9%	19%	0.7%	0%	0.5%	3%
O=C(Cn1cnc2ccccc21)N/N=C/C(Br)=C/c1ccccc1	-1.4%	7%	2%	-4%	5%	-0.7%	-2%	1.7%	-3%
O=C1C2C3c4ccccc4C(c4ccccc43)C2C(=O)N1Cc1ccco1 (stereo not drawn)	-2.9%	-8%	.	.	-5%	-0.2%	11%	3.1%	-1%
COCC1CCCN(Cc2nc(-c3ccc4c(c3)OCO4)no2)C1 (stereo not drawn)	0.2%	-7%	0%	-5%	-9%	-0.5%	-1%	5.6%	6%
Cc1ccc(C(=O)N2CCCC(N3CCN(c4ccccc4C)CC3)C2)c(=O)[nH]1 (stereo not drawn)	.	5%	26%	-6%	3%	0.7%	-4%	-1.1%	13%
Cc1ccc2nc(SCC(=O)NNC(=O)c3ccccc3)[nH]c2c1	-2.3%	1%	4%	7%	-4%	1.3%	-2%	2.3%	1%
CCOC(=O)C(=CNc1nc2ccc(C(=O)OCC)cc2s1)C(=O)OCC	.	-9%	7%	-1%	0%	-0.1%	.	.	.
O=C(Nc1c2c(nc3c1CCC3)CCCC2)c1ccccn1	3.8%	-4%	5%	7%	7%	1.6%	1%	1.1%	2%
Cc1ccc(CCNC(=O)CN2C(=O)COc3ccc(S(=O)(=O)N4CCC(C)CC4)cc32)cc1	.	-6%	5%	1%	0%	-0.7%	-3%	0.8%	1%
COC(=O)C(NC(C)=O)(Nc1nc2c(C)cc(C)cc2s1)C(F)(F)F (stereo not drawn)	-3.1%	0%	9%	-8%	-11%	-0.3%	2%	4.6%	16%
CCc1cc(=O)oc2cc(OCC(=O)NCCCN3CCOCC3)c(Cl)cc12	.	-12%	11%	-10%	-2%	-0.6%	-16%	0.4%	8%
CC1CCN(C(=S)NC(=O)c2ccccc2)CC1	-1.3%	1%	2%	4%	17%	0.7%	-5%	0.0%	6%
CC(=O)c1c(NCc2ccccc2)nc(=O)n(-c2ccccc2)c1C	0.3%	-2%	17%	8%	7%	0.3%	4%	6.1%	-2%
COc1cc(/C=C/C(=O)NC2CCCCC2)cc(OC)c1OC	.	-6%	7%	-7%	-4%	-0.6%	-6%	2.5%	-6%
CCCCNc1nc(N(C)c2ccccc2)nc(-n2ccnc2)n1	0.2%	-6%	9%	8%	19%	1.3%	3%	11%	7%	Dengue-2 NS5 capping pilot replicate=0.3
COc1ccccc1NS(=O)(=O)c1ccc(C)c(NC(=O)NCCCl)c1	.	-9%	10%	-10%	-1%	-0.5%	-13%	4.3%	3%
O=C(N/N=C/c1cccc(O)c1)c1ccc(COc2ccccc2Br)cc1	0.0%	4%	18%	-3%	2%	-1.0%	-1%	10%	4%
COc1ccc(C)cc1NC(=O)C/C(C)=N/NC(=O)Cc1cccc2ccccc12	.	-4%	8%	5%	-9%	-0.8%	-1%	3.2%	4%
CC(C)Cc1cc(C(=O)N2N=C(C(F)F)CC2(O)C(F)F)c2ccccc2n1 (stereo not drawn)	-0.7%	2%	7%	2%	-1%	-0.9%	2%	3.6%	5%	Dengue-2 NS5 capping pilot replicate=-2.1
COc1cccc(Nc2nc3ccccc3nc2NS(=O)(=O)c2cccs2)c1	-1.6%	2%	-2%	1%	4%	0.6%	16%	18%	-12%	Dengue-2 NS5 capping pilot replicate=3.8
Cc1ccc(SCC(=O)NNC(=O)c2ccccc2)c(C)c1	.	-7%	7%	0%	-6%	-0.2%	3%	0.7%	5%
O=C(c1cc(-c2cccc(Cl)c2)on1)N1CCN(c2ccccc2)CC1	.	-3%	9%	-12%	-6%	-0.7%	-10%	8.2%	5%
C=CCNC(=O)c1cnn(-c2ccccc2)c1-c1ccccc1	.	-8%	-3%	8%	6%	0.2%	-7%	-0.3%	-1%
Cc1ccc(N2CC(C(=O)N/N=C/c3cccc([N+](=O)[O-])c3)CC2=O)cc1 (stereo not drawn)	0.1%	-10%	4%	0%	0%	0.0%	-2%	2.8%	4%
CN1CCN(CC(=O)N(C)c2nc(-c3ccccc3)cs2)CC1	1.0%	-7%	4%	-2%	2%	-0.2%	3%	-1.0%	9%

Quoted at random: 7 entries already listed.
SMILES	CSM14.1 death rescue	LYP phosphatase	SV40 large T antigen	Salmonella PhoP GFP	GPR35 antagonists	West Nile antiviral	Dengue-2 NS5 capping	RSV CPE inhibition	MgcRacGAP inhibition	others
CCc1cc(=O)oc2cc(OCC(=O)NCCCN3CCOCC3)c(Cl)cc12	.	-12%	11%	-10%	-2%	-0.6%	-16%	0.4%	8%
CN1CCN(CC(=O)N(C)c2nc(-c3ccccc3)cs2)CC1	1.0%	-7%	4%	-2%	2%	-0.2%	3%	-1.0%	9%
Cc1ccc(C(=O)N2CCCC(N3CCN(c4ccccc4C)CC3)C2)c(=O)[nH]1 (stereo not drawn)	.	5%	26%	-6%	3%	0.7%	-4%	-1.1%	13%
CC(=O)c1c(NCc2ccccc2)nc(=O)n(-c2ccccc2)c1C	0.3%	-2%	17%	8%	7%	0.3%	4%	6.1%	-2%
O=C(Nc1c2c(nc3c1CCC3)CCCC2)c1ccccn1	3.8%	-4%	5%	7%	7%	1.6%	1%	1.1%	2%
COC(=O)C(NC(C)=O)(Nc1nc2c(C)cc(C)cc2s1)C(F)(F)F (stereo not drawn)	-3.1%	0%	9%	-8%	-11%	-0.3%	2%	4.6%	16%
COc1ccccc1NS(=O)(=O)c1ccc(C)c(NC(=O)NCCCl)c1	.	-9%	10%	-10%	-1%	-0.5%	-13%	4.3%	3%

From PubChem BioAssay
